HP1b chromo inh: inhibitors of HP1-beta chromodomain binding to methylated histone tails. Potency, µM (doses to about 114 µM), for the others: at the highest dose activity change, negative = inhibition, actives largely listed as inhibitors. hit rate 0.56% among 390,000. AlphaScreen HP1-beta / biotin-H3K9me3 peptide binding. P83916; also: nearly all actives have a fitted effect of over 70% in size; inactives centre near 23
Target sequence (P83916 whole entry, looked up): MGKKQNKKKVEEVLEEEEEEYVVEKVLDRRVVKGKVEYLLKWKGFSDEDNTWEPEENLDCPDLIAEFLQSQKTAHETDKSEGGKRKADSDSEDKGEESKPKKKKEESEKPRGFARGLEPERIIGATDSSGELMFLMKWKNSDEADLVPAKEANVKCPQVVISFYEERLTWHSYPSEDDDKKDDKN
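AlphaScreen: HP1-beta (50 nM) preformed 30 min with biotin-H3(1-18)K9me3 peptide (50 nM) in PBS pH 7.4, 0.01% Tween-20. Compound added for 30 min at RT, then streptavidin donor/nickel chelate acceptor beads (10 ug/mL) for 30 min.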
BAZ2B block: blocks human BAZ2B; AlphaScreen BAZ2B-H3K14Ac peptide displacement; Potency, µM (top dose mostly 114 µM), inactives show top-dose activity change, negative = inhibition, hits mostly inhibitors; hit rate 4.4% among 360,000; AID 504333; also: % is scaled to controls: 0 for no effect and ±100 for the full control effect; nearly all actives have a fitted effect of over 60% in size
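Inhibition is scored as reduced AlphaScreen emission. The BAZ2B/b-H3(5-23)K14Ac complex (50 nM each) in PBS pH 7.4, 0.01% Tween-20 meets compound (up to 110 uM) for 30 min at RT before bead addition.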
POLI inh: blocks human DNA polymerase iota activity; AID 588590; Potency, µM (highest dose often 115 µM), without a hit: at the highest dose activity, negative = inhibition, actives largely listed as inhibitors; Q9UNA4; hit rate 1% among 390,000; Pol iota fluorescent replication assay, 10 min
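Fluorescent replication assay read twice, at 0 min and 10 min after adding 50 nM (final) substrate. Enzyme (10 nM) and compounds were first incubated 15 min at room temperature; enzyme-free buffer wells were negative controls.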
GLS inh: blocks human kidney-isoform glutaminase activity; Potency, µM (doses to about 45.5 µM), without a hit: at the highest dose activity change, negative = inhibition, usual class: inhibitors; hit rate 0.21% among 410,000; AID 624170; GLS enzymatic activity, qHTS titration; also: % is scaled to controls: 0 for no effect and ±100 for the full control effect
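Glutamate formation by hKGA was monitored fluorometrically using coupled glutamate oxidase, HRP and Amplex Red. Substrate was added as 1 mM L-glutamine solution; incubation was 30 min at RT after an initial read.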
PGK inhibitor: blocks T. brucei phosphoglycerate kinase | PGK/GAPDH coupled, Kinase-Glo luminescence, 60 min | Potency, µM (titrated, usually from 57.5 µM), for the others: at the top dose activity change, negative = inhibition, usual class: inhibitors | AID 602233 | hit rate 0.043% among 380,000 | P07378; also: % is scaled to controls: 0 for no effect and ±100 for the full control effect; nearly all actives have a fitted effect of over 60% in size
Target sequence (P07378 whole entry, looked up): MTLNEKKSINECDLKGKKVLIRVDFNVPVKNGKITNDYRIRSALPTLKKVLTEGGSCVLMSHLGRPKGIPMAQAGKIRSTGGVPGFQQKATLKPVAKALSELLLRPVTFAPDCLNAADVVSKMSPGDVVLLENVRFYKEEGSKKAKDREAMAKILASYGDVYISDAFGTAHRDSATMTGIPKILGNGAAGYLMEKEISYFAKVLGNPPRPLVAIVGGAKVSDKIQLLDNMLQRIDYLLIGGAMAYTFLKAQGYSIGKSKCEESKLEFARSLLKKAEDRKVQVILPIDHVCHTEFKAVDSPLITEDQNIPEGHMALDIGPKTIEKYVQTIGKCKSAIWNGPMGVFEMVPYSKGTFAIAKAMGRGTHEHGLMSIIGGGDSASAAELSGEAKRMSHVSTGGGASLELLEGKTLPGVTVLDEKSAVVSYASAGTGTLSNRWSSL
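Recombinant glycosomal PGK reaction used 1,3-bisphosphoglycerate generated in-well by GAPDH (100nM final) in 100mM TEA pH 7.6, 5mM MgCl2, 0.01% Tween-20. After 60 minutes at room temperature, ATP was read by Kinase-Glo Plus luminescence end-point.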
Pin1 inh: inhibitors of human Pin1 | Pin1 FP peptide displacement, HiFluor488, 10 min | hit rate 0.009% among 390,000 | Potency, µM (titrated, usually from 115 µM), for the others: at the highest dose activity, negative = inhibition, usual class: inhibitors | Q13526; active = well fitted inhibition curve with a large enough effect in the polarisation, with a control signal flat, not every such curve was filed as active; inconclusive = small, poorly fitted or top-dose-only effect, or effect the other way, or a change in a side signal; inactive = no such curve, though single readings can be large or run the other way; the % refers to the polarisation; also: % is scaled to controls: 0 for no effect and ±100 for the full control effect
Target sequence (Q13526 whole entry, looked up): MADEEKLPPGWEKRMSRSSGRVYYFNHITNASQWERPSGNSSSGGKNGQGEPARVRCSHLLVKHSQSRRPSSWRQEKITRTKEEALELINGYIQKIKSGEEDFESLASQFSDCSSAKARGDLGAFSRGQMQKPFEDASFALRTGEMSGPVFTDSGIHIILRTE
JMJD2A Tudor inh: inhibitors of human JMJD2A Tudor domain | O75164 | AlphaScreen JMJD2A-Tudor / H3K4me3 peptide binding | Potency, µM (titrated, usually from 114 µM), without a hit: top-dose activity change, negative = inhibition, most hits filed as inhibitors | hit rate 4.4% among 390,000; also: % is scaled to controls: 0 for no effect and ±100 for the full control effect; nearly all actives have a fitted effect of over 50% in size
G9a block: inhibitors of human histone lysine methyltransferase G9a; Q96KQ7; hit rate 8.8% among 350,000; G9a H3K9 monomethylation, AlphaScreen, 2 h; AID 504332; Potency, µM (doses to about 102 µM), without a hit: at the top dose activity, negative = inhibition, usual class: inhibitors; also: % is scaled to controls: 0 for no effect and ±100 for the full control effect; nearly all actives have a fitted effect of over 75% in size
Target sequence (Q96KQ7 913-1193 limits assumed): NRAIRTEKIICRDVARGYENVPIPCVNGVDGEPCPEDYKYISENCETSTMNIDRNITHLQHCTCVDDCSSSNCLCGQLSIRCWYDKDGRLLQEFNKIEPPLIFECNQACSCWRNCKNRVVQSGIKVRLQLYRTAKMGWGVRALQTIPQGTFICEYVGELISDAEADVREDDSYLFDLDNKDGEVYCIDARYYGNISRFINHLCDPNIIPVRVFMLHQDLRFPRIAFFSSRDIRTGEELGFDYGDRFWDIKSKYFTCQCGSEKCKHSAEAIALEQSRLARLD
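G9a (20 nM) preincubated 15 min RT with compounds, then 500 nM biotinylated H3K9 peptide and 20 uM SAM added; 2 h RT reaction. Monomethyl-H3K9 product detected by AlphaScreen with anti-H3K9me1 antibody, streptavidin donor and anti-rabbit IgG acceptor beads.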
BLM helicase inh: Bloom syndrome helicase (human) inhibition | recombinant BLM DNA unwinding, fluorescence dequenching | P54132 | AID 2528 | hit rate 0.2% among 350,000 | Potency, µM (titrated, usually from 56.1 µM), without a hit: top-dose activity change, negative = inhibition, usual class: inhibitors;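 also: plate controls were vehicle for no effect and no enzyme for full effect; nearly all actives have a fitted effect of over 35% in size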
Active calls of the source: *; [ ] = dose if it differs, or a comment. Unless noted, calls follow the shape of the dose curve; as a rule, active = well fitted curve in the direction sought with a large enough effect; inconclusive = small, poorly fitted or top-dose-only effect, or another doubt; inactive = no such curve, though single readings can be large; an effect the other way counts as inactive or inconclusive. Potency is read from the fitted curve at half-maximal effect.

How did C#CCOCCOCCOCCNc1nc(N2CCN(C(=O)CCCCCCCCCCNC(=O)Cn3cc(CCCCCN)nn3)CC2)nc(N2CCN(C(=O)CCCCCCCCCCNC(=O)[C@@H]([C@H](C)O)n3cc(C)nn3)CC2)n1 do in these assays?
HP1b chromo inh: inconclusive; BAZ2B block: inconclusive; POLI inh: inconclusive; GLS inh: inconclusive; PGK inhibitor: 0%; Pin1 inh: 9%; JMJD2A Tudor inh: 79µM*; G9a block: 23%[2.33 µM]

Results for CC1CCCN(C(=O)c2ccc([N+](=O)[O-])o2)C1 (centres undefined) ?
HP1b chromo inh: 24%; BAZ2B block: 0%; POLI inh: -12%; GLS inh: 1%; PGK inhibitor: -1%; Pin1 inh: -7%; JMJD2A Tudor inh: -11%; G9a block: 15%; BLM helicase inh: -4%

What do the screens show for `O=C(Cn1cncn1)NCc1cccc2ccccc12`?
HP1b chromo inh: 20%; BAZ2B block: 7%; POLI inh: 50%[activator]; GLS inh: 4%; PGK inhibitor: -7%; Pin1 inh: inconclusive; JMJD2A Tudor inh: 22%; G9a block: 2%[0.0925 µM]; BLM helicase inh: -1%

How did COCCNC(=O)CSc1nc2c(n1-c1ccccc1)CCCC2 do in these assays?
HP1b chromo inh: 14%; BAZ2B block: -3%; POLI inh: 53%[activator]; GLS inh: 1%; PGK inhibitor: -1%; Pin1 inh: 0%; JMJD2A Tudor inh: -16%; G9a block: 4%[59 µM]; BLM helicase inh: -3%

How did CCOC(=O)C1CCc2sc(N)c(C#N)c21 (centres undefined) do in these assays?
HP1b chromo inh: -5%; BAZ2B block: 15%; POLI inh: 7%; GLS inh: 50%[activator]; PGK inhibitor: -2%; Pin1 inh: -2%; JMJD2A Tudor inh: -22%; G9a block: 15%[59 µM]; BLM helicase inh: -6%

Results for Cc1nc2[nH]c(=S)[nH]c2cc1Br ?
HP1b chromo inh: 4%; BAZ2B block: 0%; POLI inh: -2%; GLS inh: inconclusive; PGK inhibitor: -4%; Pin1 inh: 2%; JMJD2A Tudor inh: 45µM*; G9a block: 4µM*; BLM helicase inh: -7%

How did Cc1ccc(C(=O)COC(=O)c2cccc(NC(=O)c3ccc(Cl)cc3Cl)c2)cc1 do in these assays?
HP1b chromo inh: 46%[activator]; BAZ2B block: -1%; POLI inh: 14%; GLS inh: 1%; PGK inhibitor: inactive; Pin1 inh: 23%; JMJD2A Tudor inh: 10%; G9a block: -25%[59 µM]; BLM helicase inh: -1%

What do the screens show for `O=C1NC(=O)/C(=C/c2cccc(O)c2)N1`?
HP1b chromo inh: 29%; BAZ2B block: -28%; POLI inh: 44%; GLS inh: 2%; PGK inhibitor: inactive; Pin1 inh: 13%; JMJD2A Tudor inh: -7%; G9a block: -4%[12.7 µM]; BLM helicase inh: inconclusive

Results for S=C(NC1CC1)NC1CCCc2ccccc21 (centres undefined) ?
HP1b chromo inh: 28%; BAZ2B block: 56µM*; POLI inh: 10%; GLS inh: -1%; PGK inhibitor: -3%; Pin1 inh: 0%; JMJD2A Tudor inh: inconclusive; G9a block: 13%[59 µM]; BLM helicase inh: 0%

Results for CCOC(=O)/C(C#N)=C/c1cn(CCC(=O)O)nc1-c1ccc(OC)cc1 ?
HP1b chromo inh: 30%; BAZ2B block: -25%; POLI inh: 118%[activator]; GLS inh: -19%; PGK inhibitor: -7%; Pin1 inh: 0%; JMJD2A Tudor inh: -1%; G9a block: inconclusive; BLM helicase inh: -3%

Results for COC(=O)c1ccccc1NC(=O)C1=CC(c2ccc3c(c2)OCO3)=NS(=O)(=O)N1C ?
HP1b chromo inh: 46%[activator]; BAZ2B block: -13%; POLI inh: 3%; GLS inh: -7%; PGK inhibitor: -3%; Pin1 inh: 9%; JMJD2A Tudor inh: -8%; G9a block: inconclusive; BLM helicase inh: -4%

Results for CCC(C)Nc1nc2c(c(=O)[nH]c(=O)n2C)n1CCC(C)C (centres undefined) ?
HP1b chromo inh: 29%; BAZ2B block: -1%; POLI inh: inconclusive; GLS inh: 5%; PGK inhibitor: -4%; Pin1 inh: -8%; JMJD2A Tudor inh: 3%; G9a block: -30%[59 µM]; BLM helicase inh: 6%

How did Oc1ccc(-c2cnc3ccccc3n2)cc1 do in these assays?
HP1b chromo inh: 25%; POLI inh: 2%[58.9 µM]; GLS inh: 4%; PGK inhibitor: -9%; Pin1 inh: 0%; JMJD2A Tudor inh: 1%

What do the screens show for `O=C(NC12CC3CC(CC(C3)C1)C2)N1CCN(C(=O)c2ccco2)CC1`?
HP1b chromo inh: 37%; BAZ2B block: -13%; POLI inh: 50%[activator]; GLS inh: 0%; PGK inhibitor: 0%; Pin1 inh: -1%; JMJD2A Tudor inh: -4%; G9a block: -28%; BLM helicase inh: -4%

Results for Cc1ccc(-n2ncc3c(NCc4ccccc4)ncnc32)cc1C ?
HP1b chromo inh: 7%; BAZ2B block: -4%; POLI inh: 20%; GLS inh: 7%; PGK inhibitor: 5%; Pin1 inh: inconclusive; JMJD2A Tudor inh: 1%; G9a block: 6%[59 µM]; BLM helicase inh: -7%

Results for Cc1ccc(CSC2=Nc3ccccc3C3=NC(CC(=O)NCc4cccs4)C(=O)N23)c(C)c1 (centres undefined) ?
HP1b chromo inh: 14%; BAZ2B block: -11%; POLI inh: 11%; GLS inh: -3%; PGK inhibitor: 5%; Pin1 inh: 82%[activator]; JMJD2A Tudor inh: inconclusive; G9a block: 5%[59 µM]; BLM helicase inh: -3%

How did CCc1ccc(NC(=O)Cn2nc(C)c([N+](=O)[O-])c2C)cc1 do in these assays?
HP1b chromo inh: 56%[activator]; BAZ2B block: -16%; POLI inh: -7%; GLS inh: -6%; PGK inhibitor: -6%; Pin1 inh: -1%; JMJD2A Tudor inh: 5%; G9a block: 2%; BLM helicase inh: 0%

What do the screens show for `CC(C)(C)NC(=O)c1ccc(NC(=O)c2ccccc2-c2ccccc2C(=O)O)cc1`?
HP1b chromo inh: 42%[activator]; BAZ2B block: -32%; POLI inh: -8%; GLS inh: 1%; PGK inhibitor: -7%; Pin1 inh: -5%; JMJD2A Tudor inh: -11%; G9a block: 30%[59 µM]; BLM helicase inh: -7%

How did CCN(CC)CCCC(C)Nc1cc(/C=C/c2ccccc2Cl)nc2cc(Cl)ccc12 (centres undefined) do in these assays?
POLI inh: 71µM*; GLS inh: 6%; G9a block: -16%[12.7 µM]; BLM helicase inh: 89%[activator]

What do the screens show for `O=C(CC1N=C2c3ccccc3N=C(SCC(=O)Nc3ccc(F)cc3)N2C1=O)NCc1cccs1` (centres undefined)?
HP1b chromo inh: 28%; BAZ2B block: -5%; POLI inh: inconclusive; GLS inh: -9%; PGK inhibitor: 8%; Pin1 inh: -7%; JMJD2A Tudor inh: -11%; G9a block: -1%[59 µM]; BLM helicase inh: 3%

For convenience, part of the list above:
How did C#CCOCCOCCOCCNc1nc(N2CCN(C(=O)CCCCCCCCCCNC(=O)Cn3cc(CCCCCN)nn3)CC2)nc(N2CCN(C(=O)CCCCCCCCCCNC(=O)[C@@H]([C@H](C)O)n3cc(C)nn3)CC2)n1 do in these assays?
HP1b chromo inh: inconclusive; BAZ2B block: inconclusive; POLI inh: inconclusive; GLS inh: inconclusive; PGK inhibitor: 0%; Pin1 inh: 9%; JMJD2A Tudor inh: 79µM*; G9a block: 23%[2.33 µM]

Results for CC1CCCN(C(=O)c2ccc([N+](=O)[O-])o2)C1 (centres undefined) ?
HP1b chromo inh: 24%; BAZ2B block: 0%; POLI inh: -12%; GLS inh: 1%; PGK inhibitor: -1%; Pin1 inh: -7%; JMJD2A Tudor inh: -11%; G9a block: 15%; BLM helicase inh: -4%

What do the screens show for `O=C(Cn1cncn1)NCc1cccc2ccccc12`?
HP1b chromo inh: 20%; BAZ2B block: 7%; POLI inh: 50%[activator]; GLS inh: 4%; PGK inhibitor: -7%; Pin1 inh: inconclusive; JMJD2A Tudor inh: 22%; G9a block: 2%[0.0925 µM]; BLM helicase inh: -1%

The list goes on.
How did COc1ccc2ncc(S(=O)(=O)c3ccccc3)c(N3CCC4(CC3)OCCO4)c2c1 do in these assays?
HP1b chromo inh: 9%; BAZ2B block: -25%; POLI inh: 10%; GLS inh: -5%; PGK inhibitor: -7%; Pin1 inh: -6%; JMJD2A Tudor inh: -27%; G9a block: inconclusive; BLM helicase inh: -2%

What do the screens show for `Cc1ccccc1OCCSc1nnc(-c2ccc([N+](=O)[O-])cc2)o1`?
HP1b chromo inh: inconclusive; BAZ2B block: inconclusive; POLI inh: 43%[activator]; GLS inh: -5%; Pin1 inh: -1%; JMJD2A Tudor inh: inconclusive; G9a block: -12%[59 µM]; BLM helicase inh: -2%

Results for CCCCn1c(N)c(N(CC(C)C)C(=O)c2ccc([N+](=O)[O-])o2)c(=O)[nH]c1=O ?
HP1b chromo inh: 25%; BAZ2B block: 3%; POLI inh: 13%; GLS inh: 0%; PGK inhibitor: -7%; Pin1 inh: 10%; JMJD2A Tudor inh: -12%; G9a block: inconclusive

Results for CCN1C(=O)[C@H]2[C@@H](c3ccccc3)N3C(=O)N(c4cccc(F)c4)C(=O)[C@@]3(CC(C)C)[C@H]2C1=O ?
HP1b chromo inh: 28%; BAZ2B block: inconclusive; POLI inh: 22%; GLS inh: -4%; PGK inhibitor: 3%; Pin1 inh: -12%; JMJD2A Tudor inh: 2%; G9a block: inconclusive; BLM helicase inh: 1%

How did CC(=O)Nc1ccc(C(=O)CSc2nnc3cc(C)c4ccccc4n23)cc1 do in these assays?
HP1b chromo inh: 47%[activator]; BAZ2B block: -1%; POLI inh: 39%[activator]; GLS inh: -5%; PGK inhibitor: -4%; Pin1 inh: 0%; JMJD2A Tudor inh: 7%; G9a block: -1%[59 µM]; BLM helicase inh: 2%

How did Cn1c(NC(=O)c2cccs2)c(-c2cccs2)c(=O)c2ccccc21 do in these assays?
HP1b chromo inh: 27%; BAZ2B block: -2%; POLI inh: -2%; GLS inh: 5%; PGK inhibitor: -6%; Pin1 inh: -3%; JMJD2A Tudor inh: -7%; G9a block: -6%; BLM helicase inh: -8%

Only part of the results is shown. The share of hits here may be higher or lower than overall.
